Compound activity from PubChem.
A549 tox: counter-screen for Nrf2 inhibitors: cytotoxicity in A549 cells; A549 ARE-Fluc cells, CellTiter-Fluor viability, 18-24 h; Potency, µM (doses to about 46 µM), inactives show at the top dose activity change, negative = cytotoxicity, hits mostly inhibitors; 390,000 tested, 0.16% active; AID 504648; also: potency is read from the fitted curve at half-maximal effect; % is scaled to controls: 0 for no effect and ±100 for the full control effect
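A549 ARE_Fluc cells in 5% FBS OPTI-MEM were exposed to compounds in concentration-response for 18-24 h at 37 deg C. Viability was read by CellTiter-Fluor fluorescence (Ex 405/Em 525) after 30 min, before the luciferase read.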
Mm-Cpn inhibitor: blocks the Methanococcus maripaludis chaperonin Mm-Cpn; Potency, µM (doses to about 76.9 µM), for the others: at the top dose activity, negative = inhibition, actives largely listed as inhibitors; purified Mm-Cpn ATPase, ADP Transcreener TR-FRET; 330,000 tested, 0.031% active; also: potency is read from the fitted curve at half-maximal effect; % is scaled to controls: 0 for no effect and ±100 for the full control effect; nearly all actives have a fitted effect of over 80% in size
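ATPase read-out: TR-FRET ADP immunoassay (anti-ADP Eu cryptate vs ADP-d2), ex 320 nm, em 590/665 nm; signal drops as ADP forms. Enzyme 25 nM, ATP 10 uM, 30 min at 37°C after 10 min compound preincubation.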
Abeta rescue: compounds reversing amyloid beta toxicity in yeast; yeast expressing A-beta42, growth rescue, OD600, 48 h; response scale: 0% DMSO, 100% iron-clioquinol control; Potency, µM (highest dose often 46.1 µM), for the others: top-dose growth rescue, usual class: activators; 410,000 tested, 0.063% active; also: potency is read from the fitted curve at half-maximal effect; nearly all actives have a fitted effect of over 55% in size
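Growth rescue measured by 600 nm absorbance after 48 h yeast culture at 30 C with compound. Values normalized between DMSO and an equimolar ferric chloride plus clioquinol control.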
TGFb inhibitor: inhibitors of TGF-b signaling | Potency, µM (titrated, usually from 46.1 µM), without a hit: at the highest dose activity, negative = inhibition, actives largely listed as inhibitors | AID 588855 | 410,000 tested, 1.2% active | HepG2 CAGA-GFP TGF-b/SMAD3 reporter, GFP fluorescence, 18 h; TGF-beta stimulated, 500 pg/mL final; also: potency is read from the fitted curve at half-maximal effect; % is scaled to controls: 0 for no effect and ±100 for the full control effect; nearly all actives have a fitted effect of over 65% in size
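Inhibition was scored as loss of TGF-beta-induced (500 pg/mL final, 18 hours, 37 degrees C) GFP in HEPG2 cells carrying a CAGA-GFP reporter, in DMEM with 1% FBS. Well GFP was summed per cell; Activity was normalised to unstimulated and stimulated DMSO wells, then concentration-response fitting.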
CCT modulator: modulators of cytosolic chaperonin (CCT/TRiC) activity | purified chaperonin ATPase assay, HTRF ADP detection, 30 min | activity change, % (concentration not given with the values), hits read low | 360,000 tested, 0.3% active; in the data active = activity change below about -30%; also: % is scaled to controls: 0 for no effect and ±100 for the full control effect
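ATPase activity: ADP formed was measured by HTRF Transcreener (665/615 nm ratio) after 30 min at 37 deg C with 10 uM ATP. Compounds screened at one 76 uM concentration against 40 or 20 nM TRiC in Tris pH 7.4/KCl/MgCl2/DTT buffer.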
Akt phos inh: Akt phosphorylation inhibition; Neuro2A IGF-stimulated pAkt S473 HTRF, 20 min; hits give low values; activity change, % for hits at 50 µM; 360,000 tested, 0.32% active; AID 651550; in the data active = activity change below about -80%; inconclusive = mostly about -51% to -80%; also: % is scaled to controls: 0 for no effect and ±100 for the full control effect
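Neuro2A cells (4,500/well, DMEM with 0.5% FBS) were treated with compound at a single 50 µM final concentration, stimulated with 6 nM IGF for 20 min at 37 °C, and lysed. Phospho-Akt Ser473 was read by HTRF as 665/615 ratio ×10^4.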
Nrf2 ARE act: activators of Nrf2 (ARE) signaling; Potency, µM (titrated, usually from 46.1 µM), inactives show at the top dose activation, most hits filed as activators; 410,000 tested, 0.31% active; AID 624171; AREc32 ARE-luciferase reporter (MCF7-derived line), luminescence, 24 h; also: potency is read from the fitted curve at half-maximal effect; % of control where 0% means no effect; nearly all actives have a fitted effect of over 65% in size
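AREc32 cells carrying an ARE-driven firefly luciferase, 1000 cells/well in OPTI-MEM with 5% FBS, dosed after overnight attachment and incubated 24 hr at 37 deg C. Steady-Glo luminescence read after 30 min at RT.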
Nrf2 block: blocks Nrf2 signaling. A549 ARE-Fluc reporter, luciferase luminescence, 18-24 h. Potency, µM (series often up to 46 µM), for the others: at the top dose activity change, negative = inhibition, actives largely listed as inhibitors. 360,000 tested, 2.1% active. AID 504444; also: potency is read from the fitted curve at half-maximal effect; % is scaled to controls: 0 for no effect and ±100 for the full control effect; nearly all actives have a fitted effect of over 60% in size
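Quantitative HTS in A549 cells stably bearing an antioxidant response element-firefly luciferase construct. Inhibition of Nrf2-driven transcription was scored by luminescence after 18-24 h of compound exposure at 37 °C.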
HepG2 tox: counter-screen for TGF-b inhibitors: cytotoxicity in HepG2 cells; AID 588856; HepG2 CAGA-GFP viability, ATP luminescence, 18 h; Potency, µM (top dose mostly 46.1 µM), without a hit: at the highest dose activity change, negative = cytotoxicity, actives largely listed as cytotoxic; 410,000 tested, 0.76% active; also: potency is read from the fitted curve at half-maximal effect; some results filed as inactive show a strong effect at the top dose
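CellTiter-Glo luminescence gave cytotoxicity after 18 hours at 37 degrees C. The cells were HepG2 CAGA-GFP in 1% FBS DMEM, stimulated with 500 pg/mL TGF-beta after compound addition. %Activity was normalised to no-cell wells (complete cell-killing) and DMSO (no toxicity), and curves were fitted and classified.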
Starred values were filed as active, the others as inactive; i = inactive; ? = inconclusive; . = not tested or not shown; & = joins results of further samples; ! = not active in a repeat; [ ] = dose if it differs, or a comment. Unless noted, calls follow the shape of the dose curve; as a rule, active = well fitted curve in the direction sought with a large enough effect; inconclusive = small, poorly fitted or top-dose-only effect, or another doubt; inactive = no such curve, though single readings can be large; an effect the other way counts as inactive or inconclusive.

SMILES | A549 tox | Mm-Cpn inhibitor | Abeta rescue | TGFb inhibitor | CCT modulator | Akt phos inh | Nrf2 ARE act | Nrf2 block | HepG2 tox
O=S(c1ccccc1O)S(=O)c1ccccc1O (stereo unspecified) | -1.2% | . | -88.7%[inhibitor] | 0.0% | -0.9 | i | -1.0% | 4.0% | -5.9%
CCCOC(=O)c1c(NC(=O)CCCn2nc([N+](=O)[O-])cc2C)sc(C(=O)OC)c1C | -6.8% | 2.1% | -16.8% | 19.4% | -0.2 | i | 0.0% | -18.6% | 32.5%
CCOc1ccccc1CNC(=O)C1CCCN(c2nnc(C)c3c(C)n(-c4ccccc4)nc23)C1 (stereo unspecified) | ? | 2.5% | -13.1%&-14.8% | ? | -2.2 | i | 2.8%&14.1% | 23.1µM*! | 0.3%&-43.4%
C[C@@H]1CN([C@@H](C)CO)C(=O)CCCn2nncc2CO[C@H]1CN(C)C(=O)c1cc(-c2ccccc2)on1 | . | . | -5.3% | 2.1% | -0.5 | i | -1.2% | . | -1.6%
COc1ccccc1N1CCN(C(=O)CN(CCc2ccccc2)S(C)(=O)=O)CC1 | -2.2% | -2.9% | 14.8% | -27.8% | 1.5 | i | 0.4% | -27.0% | -5.0%
Cc1ccc2nc(Nc3ccccc3)cc(C)c2c1 | -3.7% | -2.0% | 0.2% | ? | -0.7 | i | 16.8% | ? | -16.3%
CCN(CC)CC#CCC(O)(c1ccccc1)C1CCCC1 (stereo unspecified) | ? | -2.4% | 6.5% | 5.4% | 2.3 | i | -0.3% | -21.8% | -14.3%
CCn1cc(CN2CCc3c([nH]c4ccccc34)C2c2cccc(O)c2)c(C)n1 (stereo unspecified) | -18.8% | -10.7% | -1.9% | -25.5% | -2.9 | i | 5.6% | -23.2% | 2.7%
COc1cccc(NC(=O)CN(C)C(=O)c2cc(C3CC3)nn2-c2ccccc2)c1 | -5.7% | -3.3% | -10.4% | 3.6% | -6.4 | i | 3.0% | -30.0% | 3.1%
CCCCCCn1c(-c2cccs2)n[nH]c1=S | 1.2% | -9.3% | 6.31µM* | -20.7% | -0.8 | i | 0.0% | -18.4% | -34.8%
Cn1c(=O)c2cc(NC(=O)Cc3cccc4ccccc34)ccc2n1-c1ccccc1 | . | . | -15.0% | 11.5% | -0.7 | i | -1.2% | . | 3.9%
COc1ccc(CC(=O)OC(C)C(=O)Nc2ccc(S(N)(=O)=O)cc2)cc1 (stereo unspecified) | 1.3% | 0.2% | -11.5% | -6.6% | 4.4 | i | 0.2% | -10.7% | 0.0%
Cc1ccc(NC(=S)Nc2ccc(C(C)C)cc2)cc1S(=O)(=O)N1CCCCCC1 | ? | 0.0% | ? | ? | -2.4 | i | 11.1% | 11.6µM* | -51.1%
Cc1cc(C)n(-c2ccc(Cl)c(C(=O)OCC(=O)N3CCCCC3C)n2)n1 (stereo unspecified) | ? | 0.6% | -28.5% | 10.8% | -2.2 | i | -0.4% | ? | -0.5%
O=C(N/N=C1/SCC(=O)N1Cc1ccco1)c1ccccc1F | 1.5% | -4.2% | -13.7% | 21.1% | 0.0 | i | 0.5% | -12.7% | 0.7%
CCCCN1CN(Cc2ccccc2)CNC1=S | 12.9% | 2.2% | 0.0% | 3.5% | -1.6 | i | 0.2% | 10.8% | 2.2%
N#CCC(=O)N/N=C\c1ccccc1OC/C=C/c1ccccc1 | 1.6% | 1.5% | -6.1% | -11.2% | -1.5 | i | 4.1% | 21.5% | -0.7%
Cc1ccc(-n2ncc3c(N4CCCC(C)C4)ncnc32)c(C)c1 (stereo unspecified) | -3.1% | -7.0% | 7.5% | -6.6% | -1.5 | i | 1.8% | ? | -34.3%
O=C(O)C1CCN(S(=O)(=O)c2ccc3c(c2)OCCCO3)CC1 | 0.4% | 0.2% | 8.7% | 2.7% | -3.6 | i | -0.4% | 0.7% | -1.6%
COc1cccc(N(CC(=O)NC2CCCCC2)C(=O)c2snc(C(N)=O)c2N)c1 | -1.8% | 0.3% | -9.9% | -22.1% | -1.9 | i | -0.5% | 23.8% | -16.9%
CN(C)C(=S)NC(=O)C12CC3CC(C)(CC(C)(C3)C1)C2 | 0.5% | -4.4% | 23.2% | -16.0% | 0.9 | i | -1.4% | -17.9% | 12.9%
COc1ccc(-c2cc(C(F)(F)F)c(C#N)c(SCC(=O)Nc3nc(C)co3)n2)cc1 | 3.7% | -0.1% | -22.3% | -1.7% | 2.0 | ? | 3.6% | 7.9% | -2.0%
O=C(CCS(=O)(=O)c1ccc(Cl)cc1)Oc1ccc2c(c1)OCO2 | -3.3% | -1.6% | ? | -13.9% | -14.0 | i | 0.3% | 10.2% | -15.5%
C/C=C/COC(=O)C1=C(C)NC(=O)NC1c1ccc2c(c1)OCO2 (stereo unspecified) | 2.9% | 0.1% | -11.1% | 15.9% | 1.4 | i | 0.4%[9.22 µM] | -23.6% | -0.8%
Cc1ccc(NC(=O)COc2coc(CN3CCc4ccccc4C3)cc2=O)c(C)c1 | 1.1% | 1.3% | 0.6% | -17.6% | -4.7 | i | 0.3% | -1.2% | 4.6%
COCCC(=O)N1CCC(Oc2ccc(C(=O)N3C[C@H]4CC[C@H]3C4)cc2)CC1 | -7.3% | 1.0% | 20.5% | 26.9% | -3.1 | i | 1.9% | 5.6% | 2.9%
Nc1c(C(=O)C2CC2)sc2nc3c(cc12)CCC3 | 10.1% | -0.9% | 13.4% | 15.6% | -0.5 | i | 4.2% | 17.4% | 4.4%
COc1cccc(-c2n[nH]nc2C2=CC(=O)C[C@H](c3ccc(F)cc3)C2)c1 | . | . | -10.9% | -1.0% | -1.4 | i | 5.0% | . | -29.9%
COc1ccc(OC)c(NC(=O)COc2ccc(Br)cc2)c1 | 9.1% | 0.5% | 1.6% | -25.0% | -4.9 | i | 0.5% | 5.9% | -29.4%
O=C(Cc1c(F)cccc1Cl)Nc1cc(S(=O)(=O)N2CCOCC2)ccc1N1CCCC1 | 1.8% | 0.0% | -2.1% | 3.9% | 2.8 | i | -1.0% | -10.9% | 1.5%
O=C(NC1CCN(Cc2ccccc2)C1)c1cccc(S(=O)(=O)N2CCOCC2)c1 (stereo unspecified) | -5.5% | -2.1% | 10.0% | -6.7% | 0.3 | i | -0.3% | 5.8% | -3.5%
COc1cccc(NC(=O)CN(C)C(=O)c2cn(-c3ccccc3)nc2-c2cccnc2)c1 | 1.4% | 0.3% | 2.0% | -5.4% | -1.4 | i | 3.9% | 10.1% | -22.7%
COCCNC(=O)c1cc2cc3ccc(OC)cc3nc2o1 | -0.5% | -8.9% | -12.1% | -1.0% | 1.6 | i | 0.1% | 2.6% | 7.0%
CC(c1ccccc1F)n1cc(C(=O)NCCCc2nc3ccccc3[nH]2)nn1 (stereo unspecified) | 2.1% | 1.5% | 4.8% | 2.7% | -0.8 | i | 0.2% | -0.9% | -56.1%
COn1c2c(c3c4no[n+]([O-])c4ccc31)CCCC2 | -3.7% | 0.6% | 35.1% | -0.2% | 3.9 | i | 0.5% | -17.6% | -5.2%
O=C(Nc1ccc(F)cc1F)C1CCN(c2ncnc3c2sc2cccc(F)c23)CC1 | -11.2% | -3.2% | -3.0% | ? | 0.4 | i | 10.5% | ? | -15.5%
CCCCC1(C)OC(=O)C(=Cc2ccc(SC)cc2)C(=O)O1 (stereo unspecified) | 0.8% | 1.5% | -1.4% | -2.4% | 0.1 | i | 0.4% | -1.4% | 1.7%
COc1ccc(C(=O)O/N=C/c2c(C(F)(F)F)nn(C)c2SCc2ccccc2Cl)cc1 | ? | 1.3% | 4.8% | -9.8% | 0.3 | i | -0.5% | ? | -36.4%
O=C1/C(=C/c2cccnc2)SC(=NCc2ccccc2)N1Cc1ccccc1 | 3.7% | 1.1% | 5.9% | -3.0% | 0.9 | i | 0.2%[9.22 µM] | 7.5% | -43.7%
C[C@@H]1OC(Nc2ccc(N=Nc3ccccc3)cc2)[C@H](O)[C@H](O)[C@H]1O (stereo partly specified) | ? | -2.0% | -14.8% | -6.6% | -0.8 | i | 2.5% | 0.8% | -25.3%

An excerpt of these results, with two lines to a compound.
Values run as follows: A549 tox | Mm-Cpn inhibitor | Abeta rescue | TGFb inhibitor | CCT modulator | Akt phos inh | Nrf2 ARE act | Nrf2 block | HepG2 tox
O=C1/C(=C/c2cccnc2)SC(=NCc2ccccc2)N1Cc1ccccc1
    3.7% | 1.1% | 5.9% | -3.0% | 0.9 | i | 0.2%[9.22 µM] | 7.5% | -43.7%
COc1cccc(NC(=O)CN(C)C(=O)c2cn(-c3ccccc3)nc2-c2cccnc2)c1
    1.4% | 0.3% | 2.0% | -5.4% | -1.4 | i | 3.9% | 10.1% | -22.7%
O=C(Nc1ccc(F)cc1F)C1CCN(c2ncnc3c2sc2cccc(F)c23)CC1
    -11.2% | -3.2% | -3.0% | ? | 0.4 | i | 10.5% | ? | -15.5%
COc1ccc(C(=O)O/N=C/c2c(C(F)(F)F)nn(C)c2SCc2ccccc2Cl)cc1
    ? | 1.3% | 4.8% | -9.8% | 0.3 | i | -0.5% | ? | -36.4%
